SENP7 block: SENP7 protease inhibition | recombinant SENP7, Z-RLRGG-aminoluciferin luminescence, 40 min | inhibition, % at 5 µM | 1.5% of 330,000 active | AID 434973;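 active means inhibition above about 50% at the single test dose, limit read from the data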;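 further: plate controls were DMSO with enzyme for no effect and no enzyme buffer wells for full effect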
Target sequence (Q9BQF6 706-1050 limits assumed): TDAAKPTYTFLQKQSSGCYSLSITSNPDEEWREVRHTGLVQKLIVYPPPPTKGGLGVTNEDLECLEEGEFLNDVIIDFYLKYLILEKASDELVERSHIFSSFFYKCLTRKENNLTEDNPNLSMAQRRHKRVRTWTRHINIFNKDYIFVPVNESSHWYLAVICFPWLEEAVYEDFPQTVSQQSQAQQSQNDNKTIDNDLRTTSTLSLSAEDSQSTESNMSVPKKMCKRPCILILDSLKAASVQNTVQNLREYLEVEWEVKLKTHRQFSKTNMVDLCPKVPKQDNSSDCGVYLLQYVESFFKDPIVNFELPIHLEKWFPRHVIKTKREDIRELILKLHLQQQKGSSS
SENP6 inh: blocks the human protease SENP6. Recombinant SENP6 catalytic domain, aminoluciferin luminescence. inhibition, % at 10 µM. 1.8% of 330,000 active;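 active means inhibition above about 50% at the single tested dose, limit read from the data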;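 further: plate controls were DMSO wells with enzyme for no effect and DMSO wells lacking enzyme for full effect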
ATG4B inhibitor: ATG4B (human) cysteine protease inhibition; Q9Y4P1; ATG4B cleavage of LC3-PLA2, NBD-HPC fluorescence, 1 h; inhibition, % at 8.33 µM; 0.51% of 340,000 active; AID 504462; in the data active means inhibition above about 40%
Target sequence (Q9Y4P1 whole entry, looked up): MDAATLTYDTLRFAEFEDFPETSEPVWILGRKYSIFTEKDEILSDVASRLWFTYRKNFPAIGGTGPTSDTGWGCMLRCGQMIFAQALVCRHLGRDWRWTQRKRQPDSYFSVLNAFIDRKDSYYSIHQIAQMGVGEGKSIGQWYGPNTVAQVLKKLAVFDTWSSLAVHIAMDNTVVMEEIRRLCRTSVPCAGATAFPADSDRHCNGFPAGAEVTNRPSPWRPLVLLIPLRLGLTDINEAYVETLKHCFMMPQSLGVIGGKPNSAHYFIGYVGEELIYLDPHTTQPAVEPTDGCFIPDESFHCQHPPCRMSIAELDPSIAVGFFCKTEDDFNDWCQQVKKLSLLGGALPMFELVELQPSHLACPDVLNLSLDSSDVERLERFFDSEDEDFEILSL
MPTP block: blocks calcium-induced mitochondrial swelling; AID 602449; 1.4% of 360,000 active; inhibition, % at 10 µM; isolated mouse mitochondria, Ca2+ swelling absorbance, 30 min;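 active means inhibition of 50% or more, scaled per plate between neutral and stimulator controls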;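 further: 0% = DMSO wells given calcium and 100% = 1 mM EGTA wells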
GRIN3A LBD mod: NR3A (human) ligand-binding domain modulation; NR3A LBD differential scanning fluorimetry, Tm shift; 0% = protein alone, 100% = glycine-bound protein; Tm shift relative to glycine control, % at 25 µM; 2.5% of 340,000 active; AID 1259313;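 active means melting temperature shift of at least 10% of the positive control shift, at one fixed dose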
HKDC1 inhibitor: blocks human hexokinase HKDC1 activity; recombinant HKDC1, G6PDH/diaphorase resazurin coupled fluorescence; inhibition, % at 20 µM; 0.16% of 340,000 active; AID 493160;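 active means inhibition above about 35% when tested at 20 µM, limit read from the data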;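 further: plate controls were DMSO wells with enzyme for no effect and DMSO wells lacking enzyme for full effect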
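Assay system – recombinant HKDC1 (HK5) hexokinase enzyme, produced in-house · Input – HKDC1 at 5 µg/mL · Reagent – glucose plus 1 mM ATP as hexokinase substrates · Timing – 90 min reaction incubation at room temperature, dark · Measured by – G6PDH/diaphorase-coupled fluorescence, 1 mM NADP, 100 µM resazurin, 525/613 nm · Benchmarks – DMSO-enzyme wells negative, buffer-substituted wells positive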
PfGluPho inh: PfG6PD (Plasmodium falciparum) enzyme inhibition | inhibition, % at 20 µM | 0.78% of 350,000 active | AID 504690 | PfGluPho enzyme, NADPH resazurin-diaphorase fluorescence;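 active means inhibition reaching at least a set limit at 20 µM in the primary screen, cut at about 59% in these data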;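 further: 0% = DMSO wells with substrate and 100% = DMSO wells lacking glucose-6-phosphate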
SENP8 inh: SENP8 (human) protease inhibition | inhibition, % at 20 µM | Q96LD8 | recombinant SENP8, Nedd8 substrate fluorescence | 0.64% of 360,000 active; in the data active means inhibition mostly above about 40%, no sharp cut-off; inactive means mostly below about 27%
* hit, by the source's call; x = no result given.

No.	SMILES	SENP7 block	SENP6 inh	ATG4B inhibitor	MPTP block	GRIN3A LBD mod	HKDC1 inhibitor	PfGluPho inh	SENP8 inh
1	CC(NC(=O)C12CC3CC(CC(C3)C1)C2)C(=O)NN=Cc1ccc([N+](=O)[O-])o1 (stereo unspecified)	8.2	-6.8	-14.7	0.4	0.4	-4.0	15.6	35.3
2	CC1CCN(CC(=O)Nc2nc(-c3ccccc3)cs2)CC1	-0.7	-7.6	-2.9	0.7	0.2	-0.2	6.8	10.2
3	CN(C)c1ccc(C(=O)OCC(=O)NCCNC(=O)COC(=O)c2ccc(N(C)C)cc2)cc1	-6.8	-5.4	6.2	-0.5	-1.3	-1.9	4.3	-7.4
4	O=C(Oc1cccc(Nc2ncnc3ccccc23)c1)c1cccnc1	-1.8	-17.0	0.6	0.6	-1.2	-10.0	-5.9	-68.7
5	O=C(CCc1c[nH]c2ccccc12)OCc1cccc(C(F)(F)F)c1	-8.6	-2.9	2.1	-0.7	3.7	-0.8	33.1	2.0
6	CCOc1ncccc1C(=O)Nc1ccc(Cl)c(S(=O)(=O)N2CCCC2)c1	3.0	2.8	5.5	8.4	-0.3	-2.0	10.5	6.8
7	CC1(C(=O)OCC(=O)Nc2ccc(S(=O)(=O)N3CCOCC3)cc2)CC1(Cl)Cl (stereo unspecified)	11.1	-10.6	-3.6	0.1	0.4	-6.2	14.2	9.6
8	Cc1ccc(Cl)cc1NC(=O)Cn1cccc1	-2.9	5.6	-7.5	-2.0	0.0	-6.9	0.9	5.1
9	CCN1CCN(CCOc2ccccc2OCc2ccccc2)CC1	-0.8	-28.8	5.0	0.0	-3.3	2.4	-15.4	-0.6
10	CN1CCN(C(=O)C2=C[C@H](C3CC3)C[C@H](OCc3ccc(CO)cc3)O2)CC1	0.4	-2.5	-6.8	-0.8	-1.4	-6.7	2.5	11.0
11	Nc1nc(-c2ccccc2)cn1/N=C/c1ccccc1	6.0	6.3	-2.3	2.2	-18.4	-1.8	7.9	-8.0
12	CC1CCCN(CCCNC(=O)C2CC(=O)N(CCc3ccccc3)C2)C1 (stereo unspecified)	1.2	-6.6	2.1	-1.9	-1.5	-4.2	5.0	9.1
13	O=C(COC(=O)c1n[nH]c(=O)c2ccccc12)NC1CCCCC1	1.4	7.3	1.9	-2.7	-0.4	-5.0	3.3	8.7
14	Cc1occc1-c1nnc(SCC(=O)N(C)CCC#N)n1N	7.2	-2.4	-3.1	1.2	-1.6	-6.6	-8.9	10.9
15	Nc1c(C(=O)Nc2ccc(Br)cc2)sc2nc(-c3ccco3)ccc12	-6.0	-12.6	13.3	1.7	7.9	4.9	54.2	-285.9
16	Cc1nnc2c(NCCC(C)C)nc3ccccc3n12	5.3	-6.6	11.0	-0.1	-1.1	-1.2	9.9	-17.8
17	C[C@H](NC(=O)c1cc2cc(Cl)ccc2n1C)C(=O)N[C@@H](C(=O)O)c1ccccc1	-2.6	4.9	10.5	-0.3	-1.0	-4.4	-23.4	-4.2
18	O=S(=O)(c1ccccc1)N1N=C(c2cccs2)CC1c1cccc(O)c1 (stereo unspecified)	-1.2	-7.0	-15.2	0.0	-2.3	2.8	50.3	2.0
19	O=[N+]([O-])c1cccc(-c2nnc(CNC3CC3)o2)c1	-2.5	-1.5	0.2	-0.3	1.2	-2.3	3.0	11.2
20	Cc1ccc[n+](/C(=C\C(=C=[N-])C#N)C(=O)c2ccc(Cl)cc2)c1	-11.2	-42.1	-5.4	-0.9	-2.7	-1.1	1.8	27.1
21	Cc1c(C(=O)Oc2ccc(Cl)cc2)n(C)oc1=O	-0.3	-17.1	11.1	4.7	1.3	-7.0	-6.1	2.5
22	O=C(Cn1cncn1)N1CCN(c2ccc(F)cc2)CC1	2.2	-9.0	2.5	-0.3	-1.5	-6.7	-12.4	22.6
23	CC(C)CC(=O)c1c[nH]c(C(=O)NCC2CCCO2)c1 (stereo unspecified)	-5.7	-22.1	-2.0	-2.5	-0.3	3.4	7.8	21.2
24	COc1cccc(CNS(=O)(=O)c2ccc3c(c2)N(C(C)=O)CCS3)c1	-0.7	9.2	-3.8	-2.0	11.5*	-2.6	2.1	13.0
25	O=C(CN1CCCCCC1)Nc1ccc(Br)cc1	2.0	-0.5	3.1	-1.3	-0.1	11.0	-1.9	9.4
26	COc1ccc(/C=N/NC(=O)c2cccc([N+](=O)[O-])c2)c2ccccc12	-1.7	6.4	-2.6	1.4	33.7*	-2.6	2.8	26.3
27	CC(C)n1nccc1NC(=O)Nc1ccccc1	-8.0	-7.6	0.0	-2.1	0.8	-4.0	0.6	1.0
28	c1ccc(-c2cnnn2-c2ccccc2)cc1	0.7	10.5	8.0	3.9	1.4	-3.4	9.3	11.9
29	O=C(Nc1cc(Cl)ccc1-n1cncn1)c1ccccc1OC(F)F	12.8	-8.5	-3.4	1.5	-0.4	3.4	-2.7	8.7
30	Nc1ncnc2c1ncn2C1C=C(CO)C(O)C1O (stereo unspecified)	x	x	-0.9	-1.2	1.3	-3.2	-3.5	8.2
31	CCCn1nnnc1-c1cccc(Cl)c1	12.1	1.9	11.0	-0.9	0.6	-8.7	11.5	13.1
32	CC(=O)c1c(C(C)=O)c(C)n(Cc2ccc(Cl)cc2)c1C	4.3	12.2	-0.6	4.7	0.4	-0.2	-8.8	13.6

Record cards (already shown). Screens in order: SENP7 block	SENP6 inh	ATG4B inhibitor	MPTP block	GRIN3A LBD mod	HKDC1 inhibitor	PfGluPho inh	SENP8 inh
`Cc1nnc2c(NCCC(C)C)nc3ccccc3n12` in the list: 5.3	-6.6	11.0	-0.1	-1.1	-1.2	9.9	-17.8
`Nc1c(C(=O)Nc2ccc(Br)cc2)sc2nc(-c3ccco3)ccc12` in the list: -6.0	-12.6	13.3	1.7	7.9	4.9	54.2	-285.9
`CN(C)c1ccc(C(=O)OCC(=O)NCCNC(=O)COC(=O)c2ccc(N(C)C)cc2)cc1` in the list: -6.8	-5.4	6.2	-0.5	-1.3	-1.9	4.3	-7.4

Continued.
No.	SMILES	SENP7 block	SENP6 inh	ATG4B inhibitor	MPTP block	GRIN3A LBD mod	HKDC1 inhibitor	PfGluPho inh	SENP8 inh
33	COc1ccc(CCNC(=O)COc2ccc(N(C)S(=O)(=O)c3ccc(C)cc3)cc2)cc1OC	-3.9	-18.1	-10.6	3.4	-0.8	-0.1	14.5	14.4
34	CSc1nsc(SCC(=O)Nc2ccccc2F)n1	7.8	-1.5	2.7	0.2	0.2	-4.3	-8.0	4.4
35	Cc1cccc(CNc2ncnc3ccc(-c4ccccc4Cl)cc23)c1	-6.7	-11.6	51.1*	2.4	-13.0	-4.0	3.7	-26.7
36	CCc1nnc(NC(=O)c2cc(S(=O)(=O)N3CCCCC3)ccc2C)s1	-3.1	-3.9	-3.5	0.5	1.6	11.2	-8.0	-20.0
37	O=C(N/N=C/c1cccn1-c1ccc([N+](=O)[O-])cc1)C(O)c1ccccc1 (stereo unspecified)	-2.9	-9.2	-14.0	-1.6	0.8	2.4	19.0	16.7
38	COC(=O)c1ccc(CNC(=O)CN(CCC(C)C)S(=O)(=O)c2ccc3c(c2)OCCO3)cc1	3.5	6.8	-5.0	2.8	-6.5	0.2	-3.5	11.3
39	CCC1(c2ccc(F)cc2)NC(=O)N(CC(=O)N2CCN(S(=O)(=O)c3ccc(Cl)cc3)CC2)C1=O (stereo unspecified)	2.9	-15.8	-14.5	-0.7	-5.0	-4.3	8.7	-4.1
40	CC(C)c1ccc(/C=C/C(=O)NNC(=O)c2cccnc2)cc1	12.3	-12.5	-7.1	-2.5	0.0	-4.6	-9.7	6.5
41	CN1CCN(S(=O)(=O)c2cccc(S(=O)(=O)c3ccc(Cl)cc3)c2)CC1	-3.8	1.3	-2.1	-1.1	-0.2	-1.2	-3.1	0.3
42	CCCCn1c(N)c(N(CCOC)C(=O)CCCc2cccs2)c(=O)[nH]c1=O	1.1	-15.5	-1.9	-0.8	0.3	-3.3	11.3	-14.9
43	Cc1cc(S(=O)(=O)NCc2ccccn2)c(Cl)cc1Cl	10.6	-6.2	-6.2	0.0	0.2	-1.3	29.4	0.5
44	Nc1nc2c(ncn2C2CCCC2)c(=O)[nH]1	x	x	-3.9	0.4	-0.2	0.4	1.8	5.5
45	COc1ccc(CCn2cnc(=O)c(C#N)c2C)cc1OC	-2.1	5.1	4.8	0.1	-1.9	4.3	-14.2	-2.0
46	COc1cc(/C=N/n2c(C3CCCCC3)n[nH]c2=S)cc(OC)c1O	5.2	-20.3	8.8	0.4	0.6	2.8	38.1	12.4
47	O=S(=O)(c1ccc(Cl)cc1)N1CCN(C2CCN(Cc3ccccc3)CC2)CC1	6.0	2.1	-15.7	-0.7	4.2	2.9	12.4	25.1

Six entries from above, with one line to a screen.
[31] CCCn1nnnc1-c1cccc(Cl)c1
[32] CC(=O)c1c(C(C)=O)c(C)n(Cc2ccc(Cl)cc2)c1C
[33] COc1ccc(CCNC(=O)COc2ccc(N(C)S(=O)(=O)c3ccc(C)cc3)cc2)cc1OC
[34] CSc1nsc(SCC(=O)Nc2ccccc2F)n1
[35] Cc1cccc(CNc2ncnc3ccc(-c4ccccc4Cl)cc23)c1
[36] CCc1nnc(NC(=O)c2cc(S(=O)(=O)N3CCCCC3)ccc2C)s1
compound no.	31	32	33	34	35	36
SENP7 block	12.1	4.3	-3.9	7.8	-6.7	-3.1
SENP6 inh	1.9	12.2	-18.1	-1.5	-11.6	-3.9
ATG4B inhibitor	11.0	-0.6	-10.6	2.7	51.1*	-3.5
MPTP block	-0.9	4.7	3.4	0.2	2.4	0.5
GRIN3A LBD mod	0.6	0.4	-0.8	0.2	-13.0	1.6
HKDC1 inhibitor	-8.7	-0.2	-0.1	-4.3	-4.0	11.2
PfGluPho inh	11.5	-8.8	14.5	-8.0	3.7	-8.0
SENP8 inh	13.1	13.6	14.4	4.4	-26.7	-20.0
